AID2073 – disruptors of CaV2.2 binding to Mint1 – biochemical, HTRF (AID 2073); HTRF protein-protein interaction, Mint1-CaV2.2; higher % means a stronger effect; inhibition, % at 20 µM, or IC50 in µM where a hit was titrated; hit rate 0.19% among 290,000; in the data active means inhibition mostly above about 51%, no sharp cut-off; inconclusive means no clear call, values can overlap the other calls; inactive means mostly below about 53%; further: some results filed as inactive read as strong as hits
XIAP antagonists – small molecules displacing peptide from XIAP – biochemical, IAP family, fluorescence polarization (AID 1018); XIAP BIR domain, fluorescence polarization peptide displacement; higher % means a stronger effect; displacement, % at 20 µM, or IC50 in µM where a hit was titrated; hit rate 0.007% among 200,000; in the data active means displacement above about 50%; further: a part of the inactive calls stands beside numbers as strong as those of hits
Dengue-2 NS5 capping – Dengue-2 NS5 methyltransferase inhibitors, primary screen, biochemical, confirmation dose response (AID 588689) | Dengue-2 NS5 methyltransferase capping enzyme assay, biochemical; higher % means a stronger effect | inhibition, % at 25 µM; hits with a dose series show IC50 in µM | hit rate 0.3% among 340,000; in the data active means a potency from the dose series; inconclusive means inhibition above about 29% without an active follow-up result
Siah-1 displacement – blockers of Siah-1 interaction with plectin peptide – biochemical, fluorescence polarization, rhodamine-plectin, uHTS, primary screen (AID 1817); Siah-1 / rhodamine-plectin peptide fluorescence polarization; higher % means a stronger effect; hit rate 0.02% among 290,000; one-dose displacement, % at 20 µM; IC50 in µM for titrated hits;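 active means displacement of at least 50% at 20 µM, with a fluorescence ratio check between 0.3 and a set limit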;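 further: plate controls were Siah plus tracer with DMSO for no effect and tracer alone without Siah for full effect; strong numbers were not always called active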
LYP phosphatase – inhibitors of LYP phosphatase, biochemical, fluorescence intensity, uHTS (AID 1779); recombinant LYP phosphatase, fluorescence intensity; higher % means a stronger effect; inhibition, % at 11.5 µM; hits with a dose series show IC50 in µM; hit rate 0.054% among 290,000; in the data active means inhibition above about 50%;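 further: plate controls were vehicle with enzyme for no effect and no enzyme for full effect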
SV40 large T antigen – TAg ATPase/helicase activity blockers – biochemical (AID 1903). SV40 large T antigen ATPase/helicase inhibition assay; higher % means a stronger effect. inhibition, % at 20 µM, or IC50 in µM where a hit was titrated. hit rate 0.39% among 310,000; in the data active means a potency from the dose series; inconclusive means inhibition mostly from about 32% at the one dose, without a potency; inactive means the rest, 99 in 100 with inhibition below about 32%; further: strong numbers were not always called active
RSV antiviral HEp-2 – inhibition of RSV-induced cytopathic effect – HEp-2 cells, primary 10 µM value included (AID 2391) | HEp-2 cells, RSV-induced CPE inhibition; higher % means a stronger effect | hit rate 0.13% among 310,000 | CPE inhibition, % at 10 µM; hits with a dose series show IC50 in µM; in the data active means a potency from the dose series; inconclusive means CPE inhibition mostly from about 23% at the one dose, without a potency; inactive means the rest, 99 in 100 with CPE inhibition below about 21%; further: strong numbers were not always called active
MgcRacGAP inhibition – MgcRacGAP GTPase-activating activity inhibitors, confirmation, biochemical, ADP Hunter fluorescence; inhibition, % at 30 µM; hits with a dose series show IC50 in µM; hit rate 0.6% among 340,000; AID 624330; MgcRacGAP-stimulated Rac1 GTP hydrolysis, ADP Hunter fluorescence; higher % means a stronger effect; GST-tagged Rac1 F28L mutant substrate;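 active means first-screen hits whose inhibition reached a set limit at any dose in the follow-up dose series; inconclusive means inhibition above the set first-screen limit but never retested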;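 further: fluorescence reports GDP produced by GAP-driven GTP hydrolysis; strong numbers were not always called active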
HIV peptide binding – cell-free HIV fusion peptide-binding blockers – biochemical, uHTS, fluorescence dequenching, primary screen (AID 1986); cell-free peptide binding, fluorescence dequenching, 30 min; higher % means a stronger effect; inhibition, % at 20 µM, or IC50 in µM where a hit was titrated; hit rate 0.3% among 290,000; in the data active means inhibition mostly above about 52%, no sharp cut-off; inactive means mostly below about 76%; further: some results filed as inactive read as strong as hits
Dengue-2 NS5 capping pilot replicate – further read-out of Dengue-2 NS5 capping, marked with its call; inhibition, %; measured here: pilot screen replicate inhibition
Active calls of the source: *; ? = inconclusive; nt = no result given.

SMILES	AID2073	XIAP antagonists	Dengue-2 NS5 capping	Siah-1 displacement	LYP phosphatase	SV40 large T antigen	RSV antiviral HEp-2	MgcRacGAP inhibition	HIV peptide binding	others
CCCC(=O)N1CCN(c2ccc([N+](=O)[O-])cc2Cl)CC1	0%	-3.2%	-12%	4%	-2%	21%	1.4%	6%	0.5%
COC(=O)CCCC(=O)NC(C)c1cnn(-c2ccccc2C)c1C (stereo not drawn)	-6%	-3.0%	nt	4%	-8%	26%	1.0%	5%	-0.5%
COc1ccc(OCC(=O)NC2CC(C)(C)NC(C)(C)C2)cc1	6%	-7.6%	-3%	0%	-10%	10%	-0.2%	6%	-0.5%
O=c1c2cc(Cl)ccc2nc(-c2ccccc2)n1O	6%	-2.6%	-6%	-3%	-2%	2%	1.0%	4%	3.1%
Cc1cc(Br)ccc1NC(=O)c1cnc(N2CCN(c3ccccn3)CC2)c2ccccc12	38%	-5.9%	nt	3%	0%	20%	2.4%	nt	-1.1%
O=C(CCC1CCCN(Cc2ccncc2)C1)NCc1ccc(F)c(F)c1 (stereo not drawn)	4%	-5.0%	-3%	-3%	-3%	-2%	-3.0%	-2%	-1.0%
COc1ccc2c(Cl)c(C(N)=O)sc2c1	34%	-2.0%	-7%	-3%	-7%	6%	?	2%	2.3%
CC(NC(=O)COC(=O)c1ccccc1Nc1ccccc1)c1ccccc1 (stereo not drawn)	13%	-2.7%	-4%	9%	-7%	23%	4.4%	7%	1.3%
CCOC(=O)N1CCN(C(=O)C2CCN(C(=O)c3ccc([N+](=O)[O-])cc3)CC2)CC1	24%	nt	0%	-2%	-10%	11%	2.2%	9%	12%
CC(SCc1ccccc1)C(=O)Nc1ccccc1Br (stereo not drawn)	10%	nt	nt	-6%	-8%	-7%	-0.7%	-1%	-1.1%
OCCN1CCN(c2nc(-c3ccccc3O)nc3ccccc23)CC1	1%	nt	-4%	0%	-2%	-6%	19%	12%	-1.9%
COc1ccc(CNC(=O)CCCC(=O)Nc2cccc(Br)c2)cc1	13%	nt	-3%	3%	-6%	8%	1.3%	-1%	-0.8%

Reprinted from the part before: three compounds; new compounds follow.
SMILES	AID2073	XIAP antagonists	Dengue-2 NS5 capping	Siah-1 displacement	LYP phosphatase	SV40 large T antigen	RSV antiviral HEp-2	MgcRacGAP inhibition	HIV peptide binding	others
CC(SCc1ccccc1)C(=O)Nc1ccccc1Br (stereo not drawn)	10%	nt	nt	-6%	-8%	-7%	-0.7%	-1%	-1.1%
OCCN1CCN(c2nc(-c3ccccc3O)nc3ccccc23)CC1	1%	nt	-4%	0%	-2%	-6%	19%	12%	-1.9%
COc1ccc(CNC(=O)CCCC(=O)Nc2cccc(Br)c2)cc1	13%	nt	-3%	3%	-6%	8%	1.3%	-1%	-0.8%
O=C(CN1C(=O)NC2(CCCCCC2)C1=O)c1ccc(F)cc1	nt	nt	1%	nt	nt	9%	0.9%	1%	nt
O=C(NCCN1CCCCC1)c1ccc2c(c1)OCCO2	-6%	-4.2%	4%	-1%	-9%	2%	2.0%	14%	-1.5%
COc1ccc(C(C(=O)NC2CCCCC2)N(CC2CCCO2)C(=O)C2COc3ccccc3O2)cc1OC (stereo not drawn)	0%	-4.6%	-3%	6%	-3%	7%	0.6%	-3%	1.9%
COc1ccc(CN(C(=O)/C=C/c2ccccc2Cl)C2CCS(=O)(=O)C2)cc1 (stereo not drawn)	3%	nt	-2%	-3%	-6%	5%	2.6%	0%	0.1%
COc1ccc(-n2c(Cc3cc(=O)[nH]c(=O)[nH]3)nnc2SCC(=O)Nc2ccccc2)cc1	-5%	1.9%	-12%	1%	-2%	3%	0.4%	-3%	0.3%
CCOC(=O)c1c(C)nc(-c2ccccc2)nc1NC(=O)C(C)C	-1%	-6.5%	-5%	6%	-6%	1%	1.4%	11%	2.8%
Cc1ccc(NC(=O)NC(=O)N(C(C)C)S(C)(=O)=O)nc1	-1%	-3.6%	-3%	-6%	-7%	2%	0.7%	3%	0.7%
O=C(c1ccccc1)N1CC(COc2ccccc2)OC(c2cccnc2)O1 (stereo not drawn)	-12%	-2.6%	-1%	1%	-5%	-3%	1.2%	5%	-2.7%
Cn1c(CO)cnc1SCc1ccc(F)cc1	2%	0.8%	1%	2%	0%	1%	1.9%	-3%	-0.6%
Cc1noc(COc2ccccc2OCC(N)=O)c1Cl	2%	1.3%	5%	-2%	-10%	10%	0.7%	12%	-1.0%
CCc1cc2c3c(c(=O)oc2cc1OC(C)C(=O)O)CCCC3 (stereo not drawn)	12%	nt	-7%	5%	-14%	10%	5.4%	6%	1.6%
CCOC(=O)C1=C(CP(=O)(c2ccccc2)c2ccccc2)NC(=O)NC1c1ccc(Cl)cc1 (stereo not drawn)	21%	-4.1%	-8%	0%	10%	13%	2.8%	9%	-1.4%

The list goes on (four carried over from the part before).
SMILES	AID2073	XIAP antagonists	Dengue-2 NS5 capping	Siah-1 displacement	LYP phosphatase	SV40 large T antigen	RSV antiviral HEp-2	MgcRacGAP inhibition	HIV peptide binding	others
Cn1c(CO)cnc1SCc1ccc(F)cc1	2%	0.8%	1%	2%	0%	1%	1.9%	-3%	-0.6%
Cc1noc(COc2ccccc2OCC(N)=O)c1Cl	2%	1.3%	5%	-2%	-10%	10%	0.7%	12%	-1.0%
CCc1cc2c3c(c(=O)oc2cc1OC(C)C(=O)O)CCCC3 (stereo not drawn)	12%	nt	-7%	5%	-14%	10%	5.4%	6%	1.6%
CCOC(=O)C1=C(CP(=O)(c2ccccc2)c2ccccc2)NC(=O)NC1c1ccc(Cl)cc1 (stereo not drawn)	21%	-4.1%	-8%	0%	10%	13%	2.8%	9%	-1.4%
C(=N/N1CCN(c2ccccc2)CC1)/c1ccncc1	5%	-2.1%	-7%	-4%	-8%	7%	16%	0%	0.8%
O=C(Nc1ccc2nsnc2c1)NC1CCCCC1	27%	-5.3%	-2%	0%	-3%	8%	5.0%	7%	1.0%
COc1ccc(CCC(=O)NCCc2cn3c(C)csc3n2)cc1	8%	-0.9%	-6%	4%	-4%	6%	1.8%	5%	-0.1%
Cc1ccc(C2(c3ccc(C)cc3)CC2C(=O)Nc2ccc([N+](=O)[O-])cc2O)cc1 (stereo not drawn)	16%	-0.1%	1%	-1%	-1%	4%	-4.0%	0%	1.8%
CC1(C)CC(=O)N(c2ccccc2)C1(C)O (stereo not drawn)	-10%	-4.9%	1%	-3%	-11%	-4%	-0.2%	3%	0.5%
CCN(CC)CCn1c(=S)[nH]c2cc(C(=O)N3CC=C(c4ccccc4)CC3)ccc2c1=O	-15%	-7.3%	nt	3%	-1%	8%	-3.2%	nt	0.1%
CCCNC(=O)CN(c1ccc(F)cc1)S(=O)(=O)c1ccc2c(c1)OCCO2	-1%	-4.1%	-1%	4%	-5%	-2%	-0.4%	1%	-2.2%
NC(=O)C(c1ccccc1)C1CCCC1 (stereo not drawn)	-1%	1.6%	1%	-2%	-2%	-5%	0.7%	6%	0.4%
Cc1c(Cl)cccc1NC(=O)Cn1cccc1	36%	-2.9%	-3%	-1%	0%	10%	0.6%	2%	-2.6%
CCc1nnc(NC(=O)Nc2ccccc2OC)s1	7%	-6.7%	-8%	4%	-6%	17%	5.0%	4%	0.3%
COc1ccc(C(=O)C2CCCN(C(=O)C3=CCCC3)C2)cc1OC (stereo not drawn)	-2%	-10%	-2%	-6%	-3%	20%	2.4%	3%	-1.7%
CCOC(=O)C1CCN(Cc2cn[nH]c2-c2ccccc2)CC1	-4%	-2.5%	-6%	0%	-11%	-3%	0.9%	131µM*	0.8%	Dengue-2 NS5 capping pilot replicate=-6.4
COc1ccc(NC(=S)Nc2cccc(Cl)c2)cc1OC	27%	-2.2%	-9%	10%	-2%	9%	0.3%	18%	-2.7%
CCNS(=O)(=O)c1ccc(CCC(=O)Nc2ccc3c(c2)OCCO3)cc1	3%	nt	2%	-4%	-12%	-2%	-0.8%	5%	-0.8%	Dengue-2 NS5 capping pilot replicate=1.8
COc1cccc(C(C)NC(=O)Nc2cc(Cl)ccc2OC)c1 (stereo not drawn)	8%	-2.4%	-5%	6%	-7%	8%	1.9%	6%	2.1%
CN(C(=O)COc1ccc(Cl)cc1Cl)c1nnc(C23CC4CC(CC(C4)C2)C3)s1	7%	-4.0%	1%	-1%	10%	4%	3.2%	9%	2.1%
OC(CSc1ccc(F)cc1)CN1CCN(c2ccccc2)CC1 (stereo not drawn)	-13%	38%	3%	-5%	-2%	7%	0.0%	6%	-0.8%
COCCCN1C(=O)C(=O)/C(=C(/O)c2ccc(OC(C)C)cc2)C1c1ccncc1 (stereo not drawn)	-4%	1.0%	-7%	6%	-4%	-2%	0.3%	-6%	-2.5%
O=C(O)CCCNC(=O)c1cccc(C(=O)NCCCC(=O)O)n1	-6%	-2.5%	4%	-2%	-5%	15%	1.5%	10%	3.1%
CCN(CC)C(=O)c1sc2nc(-c3ccccn3)[nH]c(=O)c2c1C	nt	nt	6%	nt	nt	14%	-1.0%	10%	nt
CC(C)C(=O)Nc1ccc2nn(-c3ccccc3)nc2c1	14%	-0.7%	-2%	3%	-12%	-1%	0.1%	1%	0.8%
COc1cc(C(=O)N2CCN(C3CCC(C)CC3)CC2)cc(OC)c1OC (stereo not drawn)	6%	nt	-12%	0%	-8%	-2%	1.0%	21%	0.4%
COCCCNc1nc2c(-c3cccc(C)c3)nnn2c2ccc(Cl)cc12	47%	nt	0%	22%	-4%	-1%	2.4%	5%	-1.2%
Cc1sc(NC(=O)C2CSC3(C)CCC(=O)N23)nc1-c1ccccc1 (stereo not drawn)	nt	nt	-5%	nt	nt	9%	1.3%	5%	nt

Arranged by SMILES length (largest number first): part of the list above.
SMILES	AID2073	XIAP antagonists	Dengue-2 NS5 capping	Siah-1 displacement	LYP phosphatase	SV40 large T antigen	RSV antiviral HEp-2	MgcRacGAP inhibition	HIV peptide binding	others
CN(C(=O)COc1ccc(Cl)cc1Cl)c1nnc(C23CC4CC(CC(C4)C2)C3)s1	7%	-4.0%	1%	-1%	10%	4%	3.2%	9%	2.1%
CCNS(=O)(=O)c1ccc(CCC(=O)Nc2ccc3c(c2)OCCO3)cc1	3%	nt	2%	-4%	-12%	-2%	-0.8%	5%	-0.8%	Dengue-2 NS5 capping pilot replicate=1.8
CC(C)C(=O)Nc1ccc2nn(-c3ccccc3)nc2c1	14%	-0.7%	-2%	3%	-12%	-1%	0.1%	1%	0.8%

New compounds follow:
SMILES	AID2073	XIAP antagonists	Dengue-2 NS5 capping	Siah-1 displacement	LYP phosphatase	SV40 large T antigen	RSV antiviral HEp-2	MgcRacGAP inhibition	HIV peptide binding	others
O=C(CCCn1c(=O)c2ccccc2n(CC(=O)N2CCN(c3ccccc3)CC2)c1=O)NCc1ccco1	-2%	-3.7%	-6%	6%	-3%	10%	0.2%	1%	0.9%
CCOC(=O)c1ccc(N2C(=O)CC(C3CCCO3)C2=O)cc1 (stereo not drawn)	7%	-6.0%	3%	4%	-7%	-4%	4.1%	10%	0.4%
COC(CNC(=O)C1CC(=O)N(CCc2ccccc2)C1)OC (stereo not drawn)	5%	-2.1%	-3%	-2%	-8%	27%	1.0%	2%	-3.4%
N#Cc1ccccc1OCC(O)CS(=O)(=O)c1ccccc1 (stereo not drawn)	-5%	-13%	-10%	-6%	-9%	2%	4.1%	8%	-0.1%

Source: PubChem (several laboratories)
